# hcDAF12 agonist: H. contortus DAF-12 activation, primary screen | activation, % at 6.8 µM | AID 652067 | 1.4% of 370,000 active | HEK293 hcDAF-12 lit1-tk-luc reporter, luminescence; 0% DMSO, 100% Δ7-dafachronic acid;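 active means activation above the mean of all tested compounds plus 3 SD, cut at about 5.5% in these data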;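 further: 100% = response to 3 µM Δ7-dafachronic acid high control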
# NR1D1 modulator: modulators of human Rev-erb alpha DNA binding; P20393; Rev-erbα–FITC-DNA binding, fluorescence polarization, 90 min; activity, % at 10 µM; 0.79% of 370,000 active; AID 1259318;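 active means activity above about 14%, limit read from the data; passing the limit was not always enough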;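 further: 0% = DMSO wells with 35 nM protein and 100% = DMSO wells with 750 nM protein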
# Target sequence (P20393 whole entry, looked up): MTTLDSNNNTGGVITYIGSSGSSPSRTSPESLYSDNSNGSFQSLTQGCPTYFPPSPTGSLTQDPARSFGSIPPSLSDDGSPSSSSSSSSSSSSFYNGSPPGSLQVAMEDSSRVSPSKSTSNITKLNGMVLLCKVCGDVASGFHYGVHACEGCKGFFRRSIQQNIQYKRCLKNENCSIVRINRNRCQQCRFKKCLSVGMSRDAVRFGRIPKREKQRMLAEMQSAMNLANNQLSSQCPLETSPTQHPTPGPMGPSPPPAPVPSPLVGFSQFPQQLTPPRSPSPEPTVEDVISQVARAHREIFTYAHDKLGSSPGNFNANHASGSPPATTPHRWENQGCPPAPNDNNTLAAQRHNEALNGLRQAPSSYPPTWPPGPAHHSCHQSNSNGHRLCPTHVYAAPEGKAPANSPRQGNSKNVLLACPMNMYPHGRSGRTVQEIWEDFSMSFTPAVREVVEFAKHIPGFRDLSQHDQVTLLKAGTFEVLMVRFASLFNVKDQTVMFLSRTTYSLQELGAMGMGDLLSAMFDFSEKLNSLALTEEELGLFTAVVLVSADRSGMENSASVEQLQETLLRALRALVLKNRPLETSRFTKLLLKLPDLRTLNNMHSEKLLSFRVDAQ
# FXN GAA850 act: frataxin GAA850 promoter activation; HEK293 lucGAA850 FXN promoter luciferase reporter, 24 h; percent of 10 µM SAHA response; activation, % at 6 µM; 0.56% of 360,000 active;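 active means activation above the average of all compounds screened plus 3 SD, cutoff fixed separately per campaign, cut at about 7.5% in these data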;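 further: 0% = DMSO wells and 100% = 10 µM SAHA wells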
# HGIII-sPLA2 inh: Blocks human group III sPLA2 activity | QFRET BODIPY PC-A2 liposome hydrolysis, fluorescence | Q9NZ20 | inhibition, % at 12.2 µM | 0.56% of 370,000 active;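 active means inhibition above mean plus 3 SD of compounds lying within the high and low control bounds, cut at about 19% in these data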;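 further: 0% = median of test compound wells and 100% = no enzyme DMSO wells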
# PG9 binder: binds the HIV-1 gp120 antibody PG9; TR-FRET gp120-PG9 antibody binding; inhibition, % at 6.7 µM; 0.43% of 360,000 active; AID 624416; in the data active means inhibition above about 8.5%
# DAX1 inh-1: blocks DAX1 repression of SF-1 activated StAR promoter; AID 652010; 1.1% of 370,000 active; HEK293T StAR-luciferase reporter, SF-1/DAX-1 repression relief; inhibition, % at 6.8 µM;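 active means inhibition above the mean over all tested compounds plus 3 SD, cut at about 3.6% in these data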;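 further: 0% = DAX-1 cells with DMSO and 100% = cells lacking DAX-1 with DMSO; higher inhibition means more luminescence from relief of DAX-1 repression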
# DAX1 inh-2: NR0B1 (DAX1) inhibition; P51843; HEK293 Gal4-DAX1 luciferase reporter, luminescence; inhibition, % at 6.75 µM; 0.99% of 340,000 active; AID 504766;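 active means inhibition above the mean over all tested compounds plus 3 SD, cut at about 4.2% in these data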;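 further: 0% = DAX1-transfected cells with DMSO and 100% = empty-vector control cells with DMSO; inhibition shows as a rise in luminescence from relieved DAX1 repression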
# Target sequence (P51843 207-470 limits assumed): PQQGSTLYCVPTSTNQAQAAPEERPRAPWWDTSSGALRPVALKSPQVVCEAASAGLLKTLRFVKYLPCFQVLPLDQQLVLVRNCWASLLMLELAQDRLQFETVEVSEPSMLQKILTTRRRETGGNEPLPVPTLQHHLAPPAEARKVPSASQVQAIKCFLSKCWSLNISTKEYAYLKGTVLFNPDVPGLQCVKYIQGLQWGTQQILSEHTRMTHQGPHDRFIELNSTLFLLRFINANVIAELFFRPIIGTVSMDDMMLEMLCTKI
# ssDAF-12 act: activates DAF-12 receptor from parasite S. stercoralis; AID 652126; activation, % at 6.8 µM; HEK293 ssDAF-12/GRIP1 lit1-tk-luc reporter, luminescence; % of 3 µM dafachronic acid response; 1% of 370,000 active;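 active means activation above the mean over all tested compounds plus 3 SD, cut at about 0.9% in these data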;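 further: 0% = DMSO-only wells and 100% = 3 µM delta7-dafachronic acid wells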
# PLC-beta3 inh: inhibitors of human phospholipase C beta3; Q01970; Purified PLC-beta3, fluorogenic substrate, fluorescence; inhibition, % at 12.2 µM; 0.18% of 370,000 active; in the data active means inhibition above about 11%;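 further: 0% = median of compound wells on plate and 100% = full blocker control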
# SMARCA2 act: increases SMARCA2 function in MMTV reporter cells. MG213 cells, MMTV-luciferase reporter, dexamethasone, overnight. activation, % at 9.1 µM. 1% of 370,000 active. AID 652017; in the data active means activation above about 7.8%;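 further: 0% = vehicle wells and 100% = reference activator wells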
# hgDAF12 agonist: activates the H. glycines DAF-12 receptor ligand-binding domain; HEK293 GAL4-hgDAF12 UAS-luciferase reporter, agonist luminescence; normalized to butyrate control; activation, % at 6.8 µM; AID 687014; 1.8% of 370,000 active;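 active means activation above a cutoff set at the mean of all screened compounds plus 3 SD, cut at about 10% in these data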;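 further: 0% = DMSO wells and 100% = sodium butyrate wells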
# Starred values were filed as active, the others as inactive; . = not tested or not shown.
nr	mol	hcDAF12 agonist	NR1D1 modulator	FXN GAA850 act	HGIII-sPLA2 inh	PG9 binder	DAX1 inh-1	DAX1 inh-2	ssDAF-12 act	PLC-beta3 inh	SMARCA2 act	hgDAF12 agonist
1	COc1ccc(S(=O)(=O)N2CCC[C@H]2C(=O)N2CCC[C@H]2C(=O)NCc2ccc(F)cc2F)cc1C	-1.1	-5	.	4	1.1	-0.7	.	-0.9	-1	-5	-0.2
2	Cc1ccc(S(=O)(=O)n2cc(-c3ccccc3)c3ccccc32)cc1	-0.1	-3	2.5	-5	1.6	0.3	1.4	-0.4	1	-2	-0.9
3	Cc1ccc(S(=O)(=O)C2(C(=O)Nc3cccc(F)c3)CC2)cc1	0.6	2	0.6	1	-0.6	-1.2	-1.1	-0.8	0	-2	0.8
4	COc1cc(C2C(C#N)=C(N)N(Nc3ccccc3)C3=C2C(=O)CC(C)(C)C3)ccc1OCc1cccc(F)c1 (stereo unspecified)	-1.9	12	-4.1	-23	0.6	-0.1	-1.4	-1.5	-223	-2	-1.7
5	COc1ccc(N2CCN(C(=O)CSc3nnc4n3C(C)(C)Cc3ccccc3-4)CC2)cc1	-0.9	-7	-1.4	4	1.8	-0.2	0.3	-1.0	0	-4	-1.9
6	CCOc1ccc(NC(=O)CNC(=O)c2cccs2)cc1	-0.9	-7	4.1	0	1.2	0.7	3.8	-1.1	-4	5	4.8
7	Cc1sc(NC(=O)C(C)C)c(C(=O)Nc2ccccc2)c1C	-0.8	-5	5.2	0	-1.2	-2.2	-1.0	-1.4	-3	-4	-1.8
8	O=C(OCC(=O)c1c[nH]c2ccccc12)c1cncc(Br)c1	3.2	-7	0.7	-13	0.1	2.7	-0.4	0.3	-20	0	3.5
9	COc1ccc(N(C)S(=O)(=O)c2cccc(C(=O)Nc3ccc(OC)nc3)c2)cc1	-3.7	5	.	-6	-0.2	-1.6	.	-2.1	-1	-5	-7.1
10	C/C(=N/NC(=O)CN1CCN(S(=O)(=O)c2ccc(Br)cc2)CC1)c1cccnc1	-2.3	-4	1.8	-5	1.2	-0.2	0.1	-0.5	0	-2	-2.3
11	CC1(C)Cc2cccc(OCC(=O)NCc3ccc(F)cc3)c2O1	-0.9	5	0.7	6	2.6	-1.6	-1.4	-1.5	-5	-2	1.5
12	COc1cc(C(=O)NC(=S)Nc2ccccc2N2CCOCC2)cc(OC)c1OC	-4.3	-2	-2.5	8	0.5	-2.9	2.0	-1.9	-7	-2	-2.8
13	COc1ccc(NC(=S)N/N=C2/CCCc3c(C)cc(C)cc32)cc1	-0.5	2	2.6	1	-0.8	1.5	1.9	-0.9	2	-2	1.4
14	CSCCC(C(=O)OCC(=O)c1ccc(C)c(C)c1)N1C(=O)c2ccccc2C1=O (stereo unspecified)	-3.1	-3	4.9	-11	0.1	-0.2	-1.0	-0.8	4	-1	-0.4
15	Cc1ccc(NC(=O)c2ccc3snnc3c2)cc1	2.2	5	5.5	-1	-1.0	1.8	-0.2	-0.6	-3	9.2*	16*
16	Cc1ccc(-c2nn(CC(=O)N3CCOCC3)c(=O)c3ccccc23)cc1S(=O)(=O)N(C)C	-0.8	-2	3.0	5	-2.2	-0.2	1.3	-1.6	-2	-4	0.0
17	COc1ccc(CCC(=O)Nc2c(-c3ccc(N(C)C)cc3)[nH][nH]c2=O)cc1	-1.1	4	.	12	-4.3	-3.4	.	-1.2	-249	5	-3.9
18	COc1c(C)cc(NC(=O)c2ccc3c(c2)NC(=O)CO3)cc1C	-1.9	6	-0.1	0	-1.2	-0.6	-0.9	0.3	-4	2	-0.8
19	Nc1nonc1-n1nnc(C(=O)N/N=C/c2cccc(Cl)c2)c1-c1ccc2c(c1)OCO2	0.4	1	-1.4	1	-3.5	0.3	0.1	-0.8	-12	-4	2.3
20	CCOC(=O)C1(Cc2cccc(OC)c2)CCN(Cc2cccnc2)CC1	-1.4	-2	-0.7	4	0.8	-0.9	0.6	-0.6	-9	-3	1.3
21	COc1ccc(Cl)cc1NC(=O)NNC(=O)C(=O)Nc1ccc(F)cc1	0.6	-7	3.0	2	-1.5	2.0	0.6	-1.0	-7	-1	1.9
22	COc1cc(OC)cc(C(=O)NNC(=O)CCOc2ccccc2OC)c1	-0.7	-2	-0.3	-5	-2.8	0.7	1.2	-0.3	0	3	3.0
23	CCOC(=O)C(CC)Sc1ccc2nnc(CCNS(=O)(=O)c3ccccc3)n2n1 (stereo unspecified)	0.1	1	0.7	-5	-0.9	-0.7	1.4	-1.6	-6	-5	1.4
24	CCOC(=O)c1cc2ccc3ccccc3c2s1	7.2*	-4	6.2	-7	-0.6	2.0	2.8	1.3*	-1	1	11*
25	Cc1noc(C)c1COc1ccc(C(=O)Nc2ncccc2O)cc1	-1.2	3	3.0	-9	0.8	2.7	0.1	-0.9	-7	-2	11*
26	O=c1nc(Nc2ccc(OCc3ccccc3)cc2)sc2ncccc12	-1.6	6	-3.8	8	-2.4	0.2	-0.5	-1.2	-8	0	-1.9
27	CCCS(=O)(=O)NC(=O)C1(C)CCCN(C(=O)c2c(-c3ccccc3)noc2C)C1 (stereo unspecified)	1.6	3	-1.2	7	-1.3	-0.2	.	-0.6	1	-3	0.1
28	O=[N+]([O-])c1cc([N+](=O)[O-])c(Oc2cccnc2Br)cc1NN1CCCCC1	0.2	16*	1.4	10	0.1	0.5	1.2	-0.4	10	0	0.7
29	COc1ccc(NC(=O)NNC(=O)COc2cc(C)c(Cl)c(C)c2)c(OC)c1	-1.7	1	0.5	-13	-1.8	0.7	-0.2	-0.7	-7	0	-0.6
30	O=C(CSc1ccc([N+](=O)[O-])cn1)Nc1ccc(N2CCOCC2)c(Cl)c1	-0.1	2	-0.4	-1	1.6	-1.9	-0.2	-1.8	-4	0	0.9
31	O=C(Cc1ccccc1)Nc1nc(=O)c2ccccc2s1	0.2	32*	-1.3	-3	68*	0.0	-0.7	-1.6	12*	2	4.3
32	CCCCn1c(=O)nc2n(-c3ccc(C)cc3)c3ccccc3cc-2c1=O	1.5	-3	4.4	3	-3.2	-0.3	0.7	-0.9	-81	-2	4.0

# 2 compounds picked at random from the list so far:
nr	mol	hcDAF12 agonist	NR1D1 modulator	FXN GAA850 act	HGIII-sPLA2 inh	PG9 binder	DAX1 inh-1	DAX1 inh-2	ssDAF-12 act	PLC-beta3 inh	SMARCA2 act	hgDAF12 agonist
30	O=C(CSc1ccc([N+](=O)[O-])cn1)Nc1ccc(N2CCOCC2)c(Cl)c1	-0.1	2	-0.4	-1	1.6	-1.9	-0.2	-1.8	-4	0	0.9
32	CCCCn1c(=O)nc2n(-c3ccc(C)cc3)c3ccccc3cc-2c1=O	1.5	-3	4.4	3	-3.2	-0.3	0.7	-0.9	-81	-2	4.0

# Continued:
nr	mol	hcDAF12 agonist	NR1D1 modulator	FXN GAA850 act	HGIII-sPLA2 inh	PG9 binder	DAX1 inh-1	DAX1 inh-2	ssDAF-12 act	PLC-beta3 inh	SMARCA2 act	hgDAF12 agonist
33	CCOC(=O)c1sc2nc(SCC#N)n(CCCN3CCCC3=O)c(=O)c2c1C	-3.3	0	-2.5	0	-3.1	-1.8	-1.3	-1.3	4	-6	-1.9
34	CCCCCCC(=O)NC1CCCCN(Cc2cccc(Cl)c2)C1=O (stereo unspecified)	-2.5	-2	.	1	.	0.2	.	-1.3	6	4	0.4
35	Cc1ccccc1-c1cc(C(=O)N2CCCC2)c2ccccc2n1	-1.2	-10	1.1	2	-1.2	-1.8	-0.4	-0.4	-7	-2	-1.8
36	Cc1ccc2nc(-c3ccc4c(c3)OCCO4)cc(C(=O)O)c2c1	0.6	7	0.6	2	-1.2	0.5	-0.4	-0.2	-122	1	-0.8
37	COc1ccc(Cl)cc1N(CC(=O)NC(C(C)C)C(C)C)S(C)(=O)=O	0.5	3	-1.5	3	-0.7	-0.8	1.6	-1.5	3	1	1.9
38	OCC[C@H]1C[C@H](O)[C@@H](O)[C@]2(OCCc3ccccc32)O1	-0.3	2	0.4	1	1.3	0.2	1.1	-1.5	4	-1	1.0
39	CCSc1n[nH]c(=O)[nH]c1=O	-0.3	2	-2.5	-1	-1.2	-0.3	0.2	-0.8	1	-1	3.0
40	CCNC(=O)COC(=O)/C=C/c1cccc(F)c1	0.7	2	-1.1	-2	-1.3	0.1	1.7	-0.9	1	0	-1.6
41	C/C(=N/NC(=O)CNS(=O)(=O)c1ccc(C)cc1)c1cccc([N+](=O)[O-])c1	-1.4	5	3.0	-6	-2.0	0.2	-0.6	0.1	-3	-4	-0.8
42	C=CCC[C@@H](Cc1ccc(F)cc1)C(=O)OC[C@@H](NC(=O)[C@@H](CC=C)CC(=O)N[C@@H](CO)Cc1ccccc1)C(C)(C)C	-1.2	6	-4.0	-31	0.3	-0.3	0.2	-1.5	-2	-1	-1.6
43	Cc1cccc(NC(=S)NC23CN4CN(CN(C4)C2)C3)c1	-0.1	-2	1.5	1	-1.9	0.2	-0.1	-1.6	5	-1	1.9
44	O=C1/C(=C/c2ccc(C(=O)O)cc2)CCC/C1=C\c1ccc(C(=O)O)cc1	0.3	-5	-2.7	-15	-0.5	-0.7	-1.4	-0.9	-6	0	0.5
45	COc1cn(-c2ccccc2)nc1C(=O)OCC(=O)Nc1ccc(C)c(C)c1	-0.1	-12	1.8	3	3.8	-0.6	-0.6	-0.3	-7	-1	-0.3
46	COc1ccc(CN(C)C(=O)C2CCN(C(=O)Nc3ccccc3)CC2)cc1OC	3.0	0	0.7	12	0.9	0.2	-0.6	-1.8	-8	-2	0.1
47	Cc1ccc(C(=O)N/C(=C/c2ccc(-c3ccc(Br)cc3)o2)C(=O)NC2CCS(=O)(=O)C2)cc1 (stereo unspecified)	-1.4	3	0.7	-1	-3.5	-0.1	0.6	-1.1	-35	-1	-0.4
48	CCOc1ccc(NC(=O)C(C)SC(N)=O)cc1 (stereo unspecified)	-2.2	2	1.7	8	-1.8	0.4	-0.1	-1.5	1	-4	-1.4
49	Cc1ccsc1/C=C/c1ccc2cccc(O)c2n1	15*	13	8.5*	9	-0.6	3.4	2.6	1.8*	-24	13*	17*
50	C[C@@H]1CN([C@H](C)CO)C(=O)CCCn2nncc2CO[C@@H]1CN(C)S(=O)(=O)c1cccs1	-0.3	3	0.1	6	-0.7	-0.2	2.6	-1.1	1	0	0.7
51	CN(C)c1ccc(/C=N/NC(=O)c2nnn(-c3nonc3N)c2CN(C)c2ccccc2)cc1	1.0	-6	-1.4	4	-2.1	0.1	-0.1	-0.9	-16	-2	-0.3
52	Cc1noc(C)c1-c1csc(N2CCC(C(N)=O)CC2)n1	4.0	-4	5.5	0	-3.7	0.8	1.4	-0.6	-5	6	5.8
53	CCCC(=O)NC(C)c1nc2ccccc2n1C(C)C (stereo unspecified)	0.3	-3	-2.0	1	-0.3	0.4	-0.8	-1.4	-2	-3	-0.8
54	O=C(Nc1c(-c2ccccc2)nc2ccccn12)c1cccs1	-0.9	4	-1.4	0	-1.5	-0.3	0.4	-1.6	2	-2	1.0
55	Cc1cc(SCC(=O)N/N=C/c2ccc(O)c(O)c2O)c(C)cc1Br	-0.6	-3	-3.0	32*	1.4	-1.3	-1.7	-1.6	-8	-4	-4.8
56	CC(=O)Nc1ccc(NC(=O)CSc2nc3ccccc3nc2N2CCC(C)CC2)cc1	-1.2	45*	2.9	2	-1.7	0.4	1.4	-1.2	-11	-2	0.6
